Screens as filed in PubChem.
OX1R antag-1 = OX1R (HCRTR1) antagonists, primary screen, fluorescence, CHO/OX1R cells, Fluo-8 calcium, orexin A; Orexin/Hypocretin receptor type 1 (Homo sapiens), O43613; AID 434989, 2010; Fluo-8 calcium fluorescence; 330,000 compounds, 0.43% hits; inhibition, % at 5 µM;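 active means inhibition above its plate's threshold, mean inhibition of all tested compounds on the plate plus 3 SD, cut at about 37% in these data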;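 further: 0% = orexin A challenge wells and 100% = SB-334867-A antagonist wells; not every result past the cut was called active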
Target sequence (O43613 whole entry, looked up): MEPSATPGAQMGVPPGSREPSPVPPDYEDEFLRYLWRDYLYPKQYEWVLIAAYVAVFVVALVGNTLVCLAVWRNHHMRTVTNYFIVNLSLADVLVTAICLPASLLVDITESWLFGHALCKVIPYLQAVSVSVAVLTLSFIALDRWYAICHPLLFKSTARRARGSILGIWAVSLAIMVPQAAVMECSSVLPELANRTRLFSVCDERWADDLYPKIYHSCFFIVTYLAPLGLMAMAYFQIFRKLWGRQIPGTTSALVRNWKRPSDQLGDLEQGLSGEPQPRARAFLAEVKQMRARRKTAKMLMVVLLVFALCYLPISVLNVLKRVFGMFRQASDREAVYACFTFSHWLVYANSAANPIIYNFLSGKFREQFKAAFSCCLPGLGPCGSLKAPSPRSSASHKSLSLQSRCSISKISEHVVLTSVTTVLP
OX1R antag-2 = antagonists of human orexin 1 receptor (OX1R); OX1R-expressing cells, FRET antagonist read-out; inhibition, % at 6.6 µM; 330,000 compounds, 1.8% hits; AID 485270, 2010; in the data active means inhibition mostly above about 38%, no sharp cut-off; inactive means mostly below about 40%;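 further: 0% = agonist challenge alone and 100% = reference antagonist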
Active calls of the source: *.

SMILES | OX1R antag-1 | OX1R antag-2
COC(=O)C(C)N=Cc1ccccc1 (centres undefined) | 5 | 12
COc1ccc(C(=O)N2CCc3[nH]nc(-c4ccccc4)c3C2)cc1 | -26 | 7
N#Cc1ccc(CN2C(=O)NC3(CCCCCC3)C2=O)cc1 | -20 | 21
CC(=O)c1c(C)[nH]c(=S)c(C#N)c1-c1ccc(F)cc1 | -12 | 13
O=C(O)c1ccccc1-c1ccccc1C(=O)NCc1ccccc1Cl | -22 | 3
CCOc1cccc(N2C(=O)CC(n3cnc4ccccc43)C2=O)c1 (centres undefined) | -19 | 23
COc1cc(C(=S)N2CCOCC2)ccc1O | -3 | 13
CSc1scc2c1-c1nc(SCC(=O)C(C)(C)C)ncc1CC2 | -9 | 4
CCSc1nnc(-c2ccc(S(=O)(=O)N3CCOCC3)cc2)n1CC1CCCO1 (centres undefined) | -5 | 3
OC(C#CCN1CCOCC1)(c1ccccc1)C1CCCCC1 (centres undefined) | -11 | 3
O=C(/C=C/c1ccc(Cl)cc1)NC(=S)Nc1ccc(CN2CCOCC2)cc1 | -23 | 25
COc1ccccc1Nc1ncnc2c1c(C)c(C)n2CCCN(C)C | -6 | -7
Cc1cc(C)c2[nH]c(=O)c(C(c3nnnn3CC3CCCO3)N3CCC(C)CC3)cc2c1 (centres undefined) | -32 | 18
O=C(Nc1ccc2oc(-c3ccccc3)nc2c1)c1ccncc1 | -9 | 18
CCOC(=O)C1CCCN(C(=O)c2ccc(S(=O)(=O)NCc3ccco3)cc2)C1 (centres undefined) | -20 | 16
O=C(NCCc1ccccn1)c1nc(Cn2cc(Br)cn2)no1 | -10 | 11
O=C(COC(=O)c1ccc[n+]([O-])c1)Nc1c(Br)cc([N+](=O)[O-])cc1Br | -18 | 37
CC(=O)Nc1cccc(NC(=O)C(=O)NCC(c2ccco2)N2CCc3ccccc32)c1 (centres undefined) | -32 | 30
Cc1cc(C)n(-c2c(F)c(F)c(CN3CCCCC3)c(F)c2F)n1 | -9 | 10
Cc1nc(SCC(=O)NC2CCS(=O)(=O)C2)c2c(C)c(C)sc2n1 (centres undefined) | -19 | 2

Quoted from the listing:
Reading for `CCOc1cccc(N2C(=O)CC(n3cnc4ccccc43)C2=O)c1` (centres undefined) in OX1R antag-2: 23
Reading for `O=C(O)c1ccccc1-c1ccccc1C(=O)NCc1ccccc1Cl` in OX1R antag-2: 3
Reading for `O=C(COC(=O)c1ccc[n+]([O-])c1)Nc1c(Br)cc([N+](=O)[O-])cc1Br` in OX1R antag-2: 37
Reading for `N#Cc1ccc(CN2C(=O)NC3(CCCCCC3)C2=O)cc1` in OX1R antag-1: -20

Other structures
SMILES | OX1R antag-1 | OX1R antag-2
O=C1CCCC(O)=C1C(C#Cc1ccccc1)C1=C(O)CCCC1=O | -8 | 23
CC(=O)c1cc(-c2ccccc2)n(CCC(=O)NCc2cccs2)c1C | -15 | 36
O=C(CNC(=O)c1ccccc1)N/N=C/c1ccccc1Cl | -27 | 8
O=C(CSc1ccccc1)Nc1ccc(Cl)c(S(=O)(=O)N2CCOCC2)c1 | 12 | 40*
O=C(O)C(Cc1ccccc1)NS(=O)(=O)c1ccc2c(c1)OCCO2 (centres undefined) | -12 | 17
Cc1c(C(=O)O)nn(-c2ccccc2)c(=O)c1C#N | -6 | 60*
CC1=C(C#N)C(=O)OC(C)(C)C1 | -7 | 2
COc1ccc2c(c1OC)C(=O)N1C2SC[C@H]1C(=O)NCCC(C)C (some centres undefined) | -45 | -5
CC(NC(=S)NNS(=O)(=O)c1cccc([N+](=O)[O-])c1)c1ccccc1 (centres undefined) | 4 | 39
COC(=O)NNC(=O)c1ccc(C(C)(C)C)cc1 | -1 | 8
Cc1nc2ccc(NC(=O)Cc3cccs3)cc2s1 | -8 | 18
CC(C)NC(=O)C(=O)Nc1cc2c3c(c1)C(C)C(=O)N3CCC2 (centres undefined) | -22 | 11
C#CCOCCOCCOCCNc1nc(N2CCN(C(=O)CCCCCCCCCCNC(=O)[C@H](CCCN=C(N)N)n3cc(C[C@@H](C)CC)nn3)CC2)nc(N2CCN(C(=O)CCCCCCCCCCNC(=O)[C@@H]([C@H](C)CC)n3cc(CCCCCN)nn3)CC2)n1 | -8 | 8
Cc1cc(NCc2ccccn2)ccc1Br | -1 | 19
CC(C)Cn1c(-c2csc(C(C)C)c2)n[nH]c1=S | -12 | 17
COc1ccc(-n2c(SCC(=O)NNC(=O)c3ccccc3C)nnc2-c2ccncc2)cc1 | -11 | 2
CCN1C(=O)c2ccc(C(=O)NCc3ccco3)cc2C1=O | 9 | 18
Cc1noc(C)c1S(=O)(=O)N(C)C[C@H]1Oc2ccc(NC(=O)NC(C)C)cc2C(=O)N([C@H](C)CO)C[C@@H]1C | 11 | 4
COCCN1C(=O)/C(=C/c2ccc(N3CCCC3)cc2C)SC1=S | 32 | 12
CC(=O)c1cccc(NC(=O)Cn2nc(-c3ccccc3Cl)ccc2=O)c1 | -33 | 9
O=C(Nc1ccnn1C1CCN(C(=O)Cc2ccccc2F)CC1)C1CC1 | -6 | 6
CN(C)C(CNC(=O)c1ccc(S(=O)(=O)NCc2ccco2)cc1)c1ccccc1 (centres undefined) | -12 | 25
CCOC(=O)C1C(=O)OC2(CCOC(C)(C)C2)C1C(=O)OCC (centres undefined) | -7 | 26
Cc1ccc2c(c1)C(c1ccccc1)CC(=O)O2 (centres undefined) | -31 | 4
OC(CNCCc1ccc(Cl)cc1)COc1cc(Cl)ccc1Cl (centres undefined) | -22 | -6
COc1ccc(N2CCN(CCCNC(=O)Nc3ccccc3)CC2)cc1 | -19 | 6
CC1(c2ccccc2)NC(=O)N(CC(=O)Nc2cc3c(cc2Br)OCCO3)C1=O (centres undefined) | -7 | 8
CC(=O)N1CCC(C(=O)OCc2ccc(Cl)cc2)(c2ccccc2)CC1 | -19 | 8
CC(C)C(c1nnnn1C1CCCCC1)N1CCc2ccccc21 (centres undefined) | -15 | 3
CCNc1nc(N)c(C(=O)c2ccc(Cl)s2)s1 | -24 | 20
NS(=O)(=O)c1ccc(NC(=O)COc2ccc(C(=O)c3ccc(F)cc3)cc2)cc1 | 17 | 9
O=C(COC(=O)c1cc(=O)[nH]c2ccccc12)NC1CCCCCCC1 | -25 | 21
CCC(C)n1c(-c2cc(OC)c(OC)c(OC)c2)nc2nc3ccccc3nc21 (centres undefined) | -38 | 21
CCOc1cc(-c2sc(Nc3ccccc3)n[n+]2C)ccc1OC | -17 | 42
CCC1CCCCN1C(=O)CCn1c(=O)oc2ccccc21 (centres undefined) | -7 | -1
Cc1c(C(=O)Nc2ccncc2)sc2nc(-c3ccc(F)cc3)cn12 | -5 | 13
O=C(Cc1ccc(F)cc1)N1CCN=C1SCc1cccc([N+](=O)[O-])c1 | -6 | 15
CC1CCN(C(=O)CN(c2ccccc2)S(=O)(=O)N(C)C)CC1 | -31 | 13
CC1CCCCN1C(=O)COC(=O)C1CCN(S(=O)(=O)c2ccc(Cl)c(C(F)(F)F)c2)CC1 (centres undefined) | -32 | 5
COCc1cc(C)nc(SCc2ccccc2)c1C#N | -15 | -3
Cc1ccc(N2C(=O)C(Cl)=C(N3CCN(C)CC3)C2=O)c(C)c1 | -10 | 15
Cc1onc(-c2ccccc2)c1C(=O)N/N=C/c1cccs1 | -4 | 6
COc1ccc(CC(=O)Nc2cc(S(=O)(=O)N3CCCC3)ccc2Cl)c(OC)c1 | -36 | 1
COC(=O)c1c(NS(=O)(=O)Cc2ccccc2)sc2c1CCCC2 | -7 | 10
O=C(CSc1nc2c([nH]c3ccccc32)c(=O)n1-c1ccccc1)NCC1CCCO1 (centres undefined) | -23 | 29
COCCCNc1nc2nonc2nc1N1C[C@H]2CC[C@H]1C2 | -13 | 35
CC(C(=O)Nc1ccc(S(=O)(=O)N2CCOCC2)cc1)N1C(=O)C2CC=CCC2C1=O (centres undefined) | -14 | 20
NC(=O)N/N=C/c1c(F)cccc1F | 3 | 11
O=C(Nc1ccc(C(=O)N2CCCC2)cc1)c1ccc(F)cc1Cl | -13 | 21
COc1ccc(S(=O)(=O)Oc2c(OC)cc(C(=S)N3CCOCC3)cc2OC)cc1 | -18 | 12
CS(=O)(=O)c1ccc(C(=O)NNC(=O)c2cc(-c3ccccc3)n[nH]2)cc1 | -1 | 11
CN(C)CCNC(=O)c1c(O)c2c([nH]c1=O)CCCC2 | -20 | 0
O=C(NCCN1CCOCC1)c1cc(-c2ccco2)on1 | -17 | 15
c1ccc(-c2nccnc2-c2ccccc2)cc1 | -4 | 5
COc1ccccc1NC(=O)NCCN1CCN(C(=O)Nc2ccccc2OC)CC1 | -1 | 23
O=C(O)/C=C/C(=O)Nc1ccccc1C(=O)Nc1ccccc1 | -5 | 68
COc1ccc(CC(=O)OCC(=O)N2CCCc3ccccc32)cc1 | -17 | 9
Oc1c(Cl)cc(Cl)cc1/C=N/c1nccs1 | -15 | 10
O=C(NCC(c1ccco1)N1CCc2ccccc2C1)c1ccccc1Cl (centres undefined) | -40 | 28
COC(=O)C(NC(=O)c1ccc(C)cc1)(Nc1cccc(C)n1)C(F)(F)F (centres undefined) | -25 | 15

Some of these compounds in order of number of heavy atoms, ascending.
SMILES | OX1R antag-1 | OX1R antag-2
Oc1c(Cl)cc(Cl)cc1/C=N/c1nccs1 | -15 | 10
c1ccc(-c2nccnc2-c2ccccc2)cc1 | -4 | 5
O=C(NCCN1CCOCC1)c1cc(-c2ccco2)on1 | -17 | 15
Cc1onc(-c2ccccc2)c1C(=O)N/N=C/c1cccs1 | -4 | 6
COc1ccc(S(=O)(=O)Oc2c(OC)cc(C(=S)N3CCOCC3)cc2OC)cc1 | -18 | 12
COc1ccccc1NC(=O)NCCN1CCN(C(=O)Nc2ccccc2OC)CC1 | -1 | 23

(cont.)
SMILES | OX1R antag-1 | OX1R antag-2
CCc1cc2c(COC(=O)c3c(C)noc3C)cc(=O)oc2cc1O | -16 | 3
O=C(CSc1nnc(-c2ccc(S(=O)(=O)N3CCCC3)cc2)o1)NCc1ccccc1 | -14 | 3
Cc1ccc2c(c1)C(=O)N1[C@H]3c4cc(C)ccc4OC[C@@H]3[C@H](c3ccccc3)[C@]1(C)C(=O)N2 | -10 | 9
CCn1c(NCc2cc(OC)ccc2OC)nc2ccccc21 | -18 | 16
COCCCNc1oc(COc2ccc(Cl)cc2Cl)nc1C#N | -21 | 9
CCSc1nnc(-c2ccc(Cl)cc2)c2ccccc12 | -24 | 12
O=C1CSC(c2ccccn2)N1c1cccc(Cl)c1 (centres undefined) | -11 | 2
O=C1C2C3CC(C(Br)C3Br)C2C(=O)N1c1nccs1 (centres undefined) | -7 | 2
CCOc1ccc(Oc2ccc(NC(=O)[C@@H](NC(N)=O)[C@@H](C)CC)cc2)cc1 | -4 | 11
O=C1NC(c2ccccc2)=C(c2nc3ccccc3s2)C(c2ccc(O)cc2)N1 (centres undefined) | -4 | 10
CCn1nc(NC(=O)c2ccco2)c2cc3ccccc3nc21 | -30 | 13
CSc1nnc(-c2ccc(S(=O)(=O)N3CCOCC3)cc2)n1C | 6 | 26
O=C(CCN1CCN(c2ccccc2)CC1)NNC(=S)Nc1ccccc1 | -15 | 14
O=S(=O)(Nc1ccc(F)cc1)N1CCOCC1 | -10 | 17
O=C(NCCc1c[nH]c2ccccc12)C1CCC(Cn2c(=S)[nH]c3ccccc3c2=O)CC1 (centres undefined) | -16 | 0
COc1ccc(NC(=O)N(C)C[C@H]2Oc3ccc(NC(=O)C4CCCCC4)cc3C(=O)N([C@H](C)CO)C[C@@H]2C)cc1 | -4 | 10
CCn1c(N)c(C(=O)NCc2cccnc2)sc1=S | -11 | 25
CC(C)N(C)C(=O)CCc1nnc(CCc2c[nH]c3ccccc23)o1 | -25 | 7
Cc1ccnc(SCC(=O)c2cc3ccccc3o2)n1 | -11 | 31
O=C(c1cc(Cl)nc2ccccc12)N1CCc2ccccc2C1 | -15 | 19
C=Cn1cc[n+](CC(=O)c2ccc(OC)c(OC)c2)c1 | -5 | 36
O=C(c1ccncc1)N1CCN(c2ccc(F)cc2)CC1 | -11 | 10
CC1CN(CCCOc2ccc([N+](=O)[O-])cc2)CC(C)O1 (centres undefined) | -6 | 21
CCOc1ccccc1NC(=O)C(C)CC (centres undefined) | 1 | 13
CN(Cc1ccccc1)C(=O)c1ccc(Cl)c([N+](=O)[O-])c1 | -11 | 27
O=C(NNc1c2ccccc2nc2ccccc12)c1ccccc1O | 1 | 84*
NNc1nc(-c2ccccc2)cs1 | -31 | 22
COc1cccc(-c2ncc3ccccc3c2COC(=O)N(C)C)c1 | -35 | 12
O=C1c2ccccc2NC(c2ccccc2)N1CCCN1CCOCC1 (centres undefined) | -7 | 5
COc1ccc(/C=C(/NC(C)=O)C(=O)O)cc1 | -1 | 11
CS(=O)(=O)N1CCc2cc(C(=O)N3CCN(c4cccc(Cl)c4)CC3)ccc21 | 2 | -1
COC(=O)c1[nH]c2c(c1C(=O)OC)CCc1ccccc1-2 | -17 | 15
COc1ccc(/C(C)=N/NC(=O)CNC(=O)Cc2ccccc2)c(OC)c1 | -18 | 3
O=C(NC1CCCCC1)C1(c2ccccc2)CC1(Cl)Cl (centres undefined) | -25 | 13
CC(C)NC(=O)C(=O)NCCN1CCN(C(=O)c2ccc(C(C)(C)C)cc2)CC1 | -16 | 6
CC1(CCc2ccccc2)NC(=O)N(CC(=O)Nc2ccc3c(c2)OCCO3)C1=O (centres undefined) | -10 | 3

Three of the entries above in order of the OX1R antag-2 value, smallest number first.
SMILES | OX1R antag-1 | OX1R antag-2
CC1(CCc2ccccc2)NC(=O)N(CC(=O)Nc2ccc3c(c2)OCCO3)C1=O (centres undefined) | -10 | 3
COc1cccc(-c2ncc3ccccc3c2COC(=O)N(C)C)c1 | -35 | 12
CC1CN(CCCOc2ccc([N+](=O)[O-])cc2)CC(C)O1 (centres undefined) | -6 | 21
